# STAT1 inh: inhibitors of IFN-gamma induced STAT1 signaling; inhibition, % at 5.5 µM; AID 920; 200,000 tested, 0.35% active; NIH 3T3 STAT1-luciferase reporter, luminescence;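 active means inhibition above a set limit, the mean inhibition across all tested compounds plus 3 SD, cut at about 34% in these data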;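 further: 0% = IFN-gamma with DMSO and 100% = IFN-gamma with 300 µM nifuroxazide; values of inactives mirror those of a sister screen read the other way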
# PPARg SRC1 recr: promotes SRC-1 coactivator recruitment by human PPARgamma; activation, % at 8 µM; AID 631; PPARgamma-SRC-1 coactivator recruitment biochemical assay; P37231; 200,000 tested, 0.41% active; in the data active means activation above about 19%;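 further: 0% = DMSO and 100% = reference agonist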
# bIAP act: increases bovine intestinal alkaline phosphatase activity. purified bovine IAP, CDP-star luminescence, 30 min; active compounds read high; fold of DMSO-control signal, blank-subtracted. 200,000 tested, 0.17% active. activation factor at 20 µM;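 active means activation factor of 2 or more at 20 µM, a signal rise over negative controls twice the positive control's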
# SRC2 TRFRET art: flags TR-FRET format artefacts in PPARgamma SRC-2 recruitment agonist screen; TR-FRET artefact counter-screen; active compounds read high; TR-FRET ratio at 8 µM; 200,000 tested, 0.4% active; in the data active means TR-FRET ratio above about 2000; further: inactives centre near 1500
# bIAP inh: intestinal alkaline phosphatase (bovine) inhibition; 190,000 tested, under 10 active; purified bovine IAP, CDP-star luminescence, 30 min; inhibition, % at 20 µM;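 active means over 50% inhibition of intestinal alkaline phosphatase at 20 µM in the single-dose screen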
#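 System: Purified bovine intestinal alkaline phosphatase (IAP) enzyme | Input: IAP diluted 1/65,000,000 in the well | Also added: CDP-star chemiluminescent phosphatase substrate, 30 µM final | Dosing: 20 µM single dose | Times: Enzyme reaction for 30 min at room temperature | Detection: Luminescence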
# STAT3 act: increases IL-6 driven STAT3 reporter signal; 190,000 tested, 0.91% active; AID 871; U3A cells, IL-6 STAT3-luciferase reporter, luminescence; 100% = signal with IL-6 EC80 alone; activation (% of control), % at 5.6 µM;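 active means activation above the screen-wide mean of compound activation plus 3 SD, cut at about 130% in these data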;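 further: 0% = background luminescence of wells with medium and substrate only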
#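 Test system: Human STAT1-deficient U3A cells with stable STAT3-luciferase reporter | Also added: Interleukin-6, 33 ng/mL | Timing: Compound pre-incubation 1 h before IL-6, then 6 h stimulation at 37 °C | Technique: Luciferase reporter luminescence | Read-out: Percent of IL-6-only median luminescence | Benchmarks: IL-6-only wells as 100% reference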
# PPARg SRC-2 ag: promotes SRC-2 coactivator recruitment by human PPARgamma; PPARgamma LBD-SRC-2 recruitment, biochemical; activation, % at 8 µM; 200,000 tested, 0.34% active; P37231; in the data active means activation above about 22%;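 further: 0% = vehicle and 100% = reference agonist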
# STAT3 blocker: inhibitors of IL-6 induced STAT3 signaling. 190,000 tested, 0.89% active. inhibition, % at 5.5 µM. U3A cells, IL-6 STAT3-luciferase reporter, luminescence; host cell line lacks STAT1;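 active means inhibition above the mean inhibition across all screened compounds plus 3 SD, cut at about 44% in these data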;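 further: 0% = DMSO only wells and 100% = 100 µM nifuroxazide control wells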
# TNAP act hi DEA: activators of human TNAP at high phosphate acceptor concentration; AID 1136; activation factor at 20 µM; purified TNAP, CDP-star luminescence, 1 M DEA, 30 min; active compounds read high; 0 = EDTA background, 1 = DMSO-only activity; 200,000 tested, under 10 active;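 active means activation factor at least 2 at 20 µM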
# Target sequence (P05186 whole entry, looked up): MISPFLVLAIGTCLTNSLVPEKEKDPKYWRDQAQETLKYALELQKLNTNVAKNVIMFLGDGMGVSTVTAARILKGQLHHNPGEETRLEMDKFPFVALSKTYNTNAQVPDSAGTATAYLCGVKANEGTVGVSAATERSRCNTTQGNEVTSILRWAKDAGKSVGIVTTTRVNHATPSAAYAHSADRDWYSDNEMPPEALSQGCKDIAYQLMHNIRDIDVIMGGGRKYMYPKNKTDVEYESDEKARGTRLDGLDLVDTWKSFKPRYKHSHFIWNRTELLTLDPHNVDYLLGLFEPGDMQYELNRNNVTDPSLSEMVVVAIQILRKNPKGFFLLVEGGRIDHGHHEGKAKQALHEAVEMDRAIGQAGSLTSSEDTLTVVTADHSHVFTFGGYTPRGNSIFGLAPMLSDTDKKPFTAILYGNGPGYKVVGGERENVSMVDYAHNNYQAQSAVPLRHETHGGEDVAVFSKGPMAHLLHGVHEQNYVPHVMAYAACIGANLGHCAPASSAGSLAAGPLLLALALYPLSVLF
#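 Test system – human TNAP · Doses – 20 µM single point · Incubation – 30 min, room temperature · Signal – luminescent substrate turnover signal · Read-out basis – activation factor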
# PPARg SRC3 recr: agonists of human PPARgamma SRC-3 coactivator recruitment; 200,000 tested, 0.26% active; biochemical PPARgamma/SRC-3 coactivator recruitment assay; activation, % at 8 µM; AID 731; in the data active means activation above about 23%;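 further: 0% = DMSO and 100% = reference agonist; some compounds past the cut are filed as inactive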
# ROMK primary: modulators of human ROMK potassium channel; P48048; Tet-inducible ROMK, thallium flux fluorescence; actives lie on both sides; B-score at 10 µM; 130,000 tested, 2% active;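 active means signal ratio slope over the read window, or its plate-corrected B-score, at least 3 SD from the plate mean, either direction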;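 further: B-score of the F/F0 ratio slope over 7 to 12 s after thallium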
# Target sequence (P48048 whole entry, looked up): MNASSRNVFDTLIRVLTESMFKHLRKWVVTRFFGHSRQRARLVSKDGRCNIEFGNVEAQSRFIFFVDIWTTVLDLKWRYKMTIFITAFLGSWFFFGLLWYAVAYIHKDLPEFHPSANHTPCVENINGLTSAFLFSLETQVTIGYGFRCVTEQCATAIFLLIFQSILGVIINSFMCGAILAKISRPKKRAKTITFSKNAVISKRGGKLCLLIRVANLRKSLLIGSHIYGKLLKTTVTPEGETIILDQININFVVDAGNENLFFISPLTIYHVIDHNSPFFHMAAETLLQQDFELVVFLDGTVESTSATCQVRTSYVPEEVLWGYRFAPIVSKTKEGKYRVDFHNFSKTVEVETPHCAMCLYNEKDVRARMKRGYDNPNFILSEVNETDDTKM
# Numbers without * were called inactive; / = no result given.
SMILES,STAT1 inh,PPARg SRC1 recr,bIAP act,SRC2 TRFRET art,bIAP inh,STAT3 act,PPARg SRC-2 ag,STAT3 blocker,TNAP act hi DEA,PPARg SRC3 recr,ROMK primary
C=CCn1c(SCC(=O)NCc2ccco2)nnc1-c1ccc2ccccc2n1,-5,-1,1,1590,3,96,1,8,1,-5,/
O=[N+]([O-])c1ccc2cn(-c3ccccc3)nc2c1,-52,0,0.9,1568,6,102,16,-6,1,8,-0.48
COc1ccc(Cn2nnnc2C(c2ccncc2)N2CCOCC2)cc1 (centres undefined),5,4,1,1619,-2,97,8,8,1.1,2,/
Cc1ccccc1Nc1nc(N)nc(CN2C(=O)NC3(CCCCC3C)C2=O)n1 (centres undefined),3,-2,0.9,1659,9,84,10,24,1,-3,/
Nc1ccc(S(=O)(=O)NC(=O)c2ccccc2)cc1,0,10,1.1,1532,-8,96,1,7,1,-1,/
COc1ccc(-c2cc(C(F)(F)F)n3nc(C(=O)NCc4ccco4)c(Cl)c3n2)cc1,8,-4,0.9,1490,9,100,3,4,1,-6,/
COc1ccc(-c2noc(CSc3nnc(Cc4ccccc4)n3-c3cccc(C)c3)n2)cc1OC,4,3,1,1681,-3,105,14,1,1.1,7,/
CCN(CC)c1ccc(NC(=O)c2ccc(Br)o2)c(C)c1,-8,8,0.9,1680,11,95,10,5,0.9,7,/
COc1ccc(C2CC(=O)C(C=NCCN3CCN(C(C)=O)CC3)=C(O)C2)cc1 (centres undefined),-2,-9,0.9,1517,7,99,0,2,1,-3,/
CCOc1ccccc1N(CC(=O)NCC1CCCO1)C(=O)CCC(=O)Nc1ccccn1 (centres undefined),12,1,1,1666,2,100,13,6,1,-1,0.19
CC1=C(C(N)=O)C(c2ccncc2)n2nc(-c3ccccc3Cl)nc2N1 (centres undefined),-5,8,0.9,1601,6,103,6,2,1,6,/
CN(CC(=O)Nc1ccc(N2CCOCC2)cc1)C(=O)CC(c1ccccc1)c1ccccc1,-2,6,1,1781,3,101,1,1,1,2,-0.91
CSC1=NC(NCCCO)c2c(sc3c2CC(C)(C)OC3)N1 (centres undefined),0,-5,1,1592,3,106,0,-5,1,2,-1.8
Cc1nnc(NC(=O)c2ccncc2)s1,0,5,0.9,1657,7,97,7,4,1,-3,0.7
O=C(Cc1ccc(Cl)cc1)NCc1ccccc1Cl,-14,11,1.1,1734,-7,105,5,-6,1,4,0.5
COc1cc2c(cc1OC)C1C(C(=O)Nc3ccccc3N3CCN(C)CC3)c3ccccc3C(=O)N1CC2 (centres undefined),14,7,1.1,1729,-10,95,8,6,1,5,0.096
CCOc1ccccc1-n1c(N)c(C(N)=O)sc1=S,6,5,1.1,1726,-8,100,-3,4,1,-3,/
Cc1cccc(NC(=O)c2ccc3nsnc3c2)c1C,-6,4,1,1490,0,89,6,15,1,3,0.49
O=C(NNc1nc(Nc2ccccc2)nc(N2CCOCC2)n1)Nc1ccc(Cl)cc1,-1,2,1,1501,2,94,11,13,1.1,5,-1.5
Cc1ccc(-c2ccc(/C=N/N=C3/NC(=O)C(CC(=O)O)S3)o2)c([N+](=O)[O-])c1 (centres undefined),9,6,0.9,1743,14,101,14,-2,1,7,0.78
COC(=O)c1sccc1NC(=O)NC1CCCCC1,-10,-2,0.9,1410,10,101,-3,1,1,-8,1.1
CC(=O)N(Cc1ccc2c(c1)OCO2)C1CC(=O)N(CCc2ccccc2)C1=O (centres undefined),2,-4,1,1445,4,105,-12,0,1.1,-11,-0.045
CCc1ccc(-c2ccc(C(=O)O)cc2)nc1,-19,-2,0.9,1393,7,114,-1,-12,1,-11,-0.79
COCC(C)NC(=O)c1cc(-c2ccc(OC)c(OC)c2)on1 (centres undefined),3,2,1,1428,2,101,-5,1,1,-7,1.7
COc1cc(/C=N/Nc2nn3cnnc3c3ccccc23)cc(OC)c1OC,-2,7,0.9,1689,9,90,3,16,1.1,13,/

# Single records (already shown). Order of screens: STAT1 inh, PPARg SRC1 recr, bIAP act, SRC2 TRFRET art, bIAP inh, STAT3 act, PPARg SRC-2 ag, STAT3 blocker, TNAP act hi DEA, PPARg SRC3 recr, ROMK primary
# Record of `C=CCn1c(SCC(=O)NCc2ccco2)nnc1-c1ccc2ccccc2n1` → -5, -1, 1, 1590, 3, 96, 1, 8, 1, -5, /
# Record of `COc1ccc(-c2noc(CSc3nnc(Cc4ccccc4)n3-c3cccc(C)c3)n2)cc1OC` → 4, 3, 1, 1681, -3, 105, 14, 1, 1.1, 7, /
# Record of `Cc1ccccc1Nc1nc(N)nc(CN2C(=O)NC3(CCCCC3C)C2=O)n1` (centres undefined) → 3, -2, 0.9, 1659, 9, 84, 10, 24, 1, -3, /
# Record of `CCN(CC)c1ccc(NC(=O)c2ccc(Br)o2)c(C)c1` → -8, 8, 0.9, 1680, 11, 95, 10, 5, 0.9, 7, /
# Record of `Cc1cccc(NC(=O)c2ccc3nsnc3c2)c1C` → -6, 4, 1, 1490, 0, 89, 6, 15, 1, 3, 0.49

# A run of entries of the results above, as a working copy:
SMILES,STAT1 inh,PPARg SRC1 recr,bIAP act,SRC2 TRFRET art,bIAP inh,STAT3 act,PPARg SRC-2 ag,STAT3 blocker,TNAP act hi DEA,PPARg SRC3 recr,ROMK primary
C=CCn1c(SCC(=O)NCc2ccco2)nnc1-c1ccc2ccccc2n1,-5,-1,1,1590,3,96,1,8,1,-5,/
O=[N+]([O-])c1ccc2cn(-c3ccccc3)nc2c1,-52,0,0.9,1568,6,102,16,-6,1,8,-0.48
COc1ccc(Cn2nnnc2C(c2ccncc2)N2CCOCC2)cc1 (centres undefined),5,4,1,1619,-2,97,8,8,1.1,2,/
Cc1ccccc1Nc1nc(N)nc(CN2C(=O)NC3(CCCCC3C)C2=O)n1 (centres undefined),3,-2,0.9,1659,9,84,10,24,1,-3,/
Nc1ccc(S(=O)(=O)NC(=O)c2ccccc2)cc1,0,10,1.1,1532,-8,96,1,7,1,-1,/
COc1ccc(-c2cc(C(F)(F)F)n3nc(C(=O)NCc4ccco4)c(Cl)c3n2)cc1,8,-4,0.9,1490,9,100,3,4,1,-6,/
COc1ccc(-c2noc(CSc3nnc(Cc4ccccc4)n3-c3cccc(C)c3)n2)cc1OC,4,3,1,1681,-3,105,14,1,1.1,7,/

# The results go on.
SMILES,STAT1 inh,PPARg SRC1 recr,bIAP act,SRC2 TRFRET art,bIAP inh,STAT3 act,PPARg SRC-2 ag,STAT3 blocker,TNAP act hi DEA,PPARg SRC3 recr,ROMK primary
O=[N+]([O-])c1ccc(Cl)c(/C=N/N2CCN(c3ccccc3)CC2)c1,0,-3,0.8,1755,21,145*,-5,-40,1,5,/
Cc1cc(C(F)F)n2ncc(C(=O)NCc3ccccc3F)c2n1,-6,0,0.9,1538,13,104,3,-6,1,2,0.4
Cn1c(=O)c2c(SCc3ccccn3)nc(-c3ccccc3)nc2n(C)c1=O,6,3,/,1574,/,106,3,-1,/,4,/
COCCNC(=O)C(c1ccc(O)cc1)N(C(=O)CCC(=O)Nc1nccs1)c1cccc(C)c1 (centres undefined),-9,5,1.1,1555,-11,100,4,2,1,10,0.55
CCC(C)(C)NC(=O)CN(C(=O)CCC(=O)Nc1cc(C)ccn1)c1ccc2c(c1)OCO2,1,5,1,1418,3,93,6,18,1.1,1,/
Cc1ccccc1CSc1nn2c(=O)c(C)nnc2s1,19,4,1,1554,-4,89,4,18,1,6,-0.016
CCOC(=O)c1ccc2[nH]c(C)c(CN3CCN(C)CC3)c(=O)c2c1,7,-1,/,1479,/,98,7,3,/,3,/
Cc1cccc(CCNC(=O)C2CCN(S(=O)(=O)c3c(C)noc3C)CC2)c1,5,3,1,1390,4,105,-2,-9,1,4,-0.83
Cc1ccc(CC(=O)Nc2cc([N+](=O)[O-])ccc2F)cc1,2,1,1.1,1432,-14,93,2,14,1,0,0.6
Cc1cc(NS(=O)(=O)c2ccc(NC(=O)CN3C(=O)c4ccccc4C3=O)cc2)nc(C)n1,2,10,1,1655,-4,97,6,10,1,3,/
Cc1cccc(/C(N)=N/OC(=O)N2c3ccccc3Sc3ccccc32)c1,-3,-3,1,1544,-1,86,10,27,1,0,/
COC(=O)C1=CN(Cc2ccc(OC)cc2)C=C(C(=O)OC)C1c1cccs1,23,4,1.2,1467,-17,92,11,12,1.1,0,-0.19
CC(=O)Nc1ccc(NC2=Nc3ccccc3N3C2=Nc2c(c(C)nn2-c2ccccc2)C3c2ccccc2)cc1 (centres undefined),8,6,1,1450,-2,87,0,18,1.1,4,/
Cc1ccc(C(=O)CSc2nc3cc(S(=O)(=O)N4CCOCC4)ccc3o2)cc1,7,-4,1,1497,1,102,3,2,1.1,5,0.94
CCCCn1c(=O)cc(O)c2ccccc21,2,-6,0.9,1648,8,96,13,8,1,3,1.1
CC(C)(C)c1ccccc1OCC(=O)Nc1ncn[nH]1,2,9,1.6,1546,-57,106,2,-2,1.1,2,-0.11
CCN(CC)C(=O)N1CCN(S(=O)(=O)c2ccc(C)cc2)CC1,13,8,1,1460,-1,102,1,4,1,-2,0
CC(=O)N1CCN(c2ccc(NC(=S)NC(=O)/C=C/c3ccccc3)cc2)CC1,1,4,0.9,1426,9,100,6,-1,1,-4,-0.057
O=C(CN1CCN(c2ccc(O)cc2)CC1)NC(=O)NCc1ccco1,-2,6,0.9,1425,7,107,-6,-2,1,3,/
CCOCCCNC(=O)CN1CCN(Cc2ccccc2C)C1=O,0,1,0.9,1387,11,96,-1,10,1,7,/
CCCn1c(=O)c(C(=O)NCc2ccccn2)c(O)c2ccccc21,1,4,1.1,1693,-11,89,12,18,1,7,/
COC(=O)C1=C(O)/C(=C\c2sccc2C)N=C1C,2,10,1,1640,-5,100,16,-1,0.9,6,/
CC1(C)NC(=O)N(CC(=O)OCC(=O)Nc2cccc(S(N)(=O)=O)c2)C1=O,-3,-3,1,1571,-2,99,-1,8,1,2,-0.49
COCCN(C(=O)CSc1ncc(C(F)(F)F)cc1Cl)c1c(N)n(Cc2ccccc2)c(=O)[nH]c1=O,0,-2,1.3,1562,-35,107,10,-3,1,2,0.87
O=C(O)CCCNS(=O)(=O)c1ccc2ccccc2c1,-4,8,1,1788,3,91,2,15,1,4,/

# Source: PubChem BioAssay (several laboratories)
